Pf apPOL inh: Pf-apPOL DNA polymerase inhibition. Recombinant Pf-apPOL, molecular beacon fluorescence, 1.5 h. inhibition, % at 10 µM. 0.25% of 210,000 active
mHTT CaM bind: inhibitors of human mutant huntingtin-calmodulin interaction; P42858; AID 1671202; 3.6% of 190,000 active; AlphaScreen His-mHTT/GST-CaM binding, luminescence; inhibition, % at 15 µM;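 note: 0% = both proteins with DMSO and 100% = one protein alone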
* hit, by the source's call; & = joins results of further samples. Cut-off read from the data, not from the text of the source: active = inhibition above about 50%; inactive = the rest. A portion of the library, so the mix of outcomes need not match the whole.

For COc1cccc(C(=O)Nc2c3c(nn2-c2ccc(C)cc2)CS(=O)C3)c1OC (configuration not stated) the results were Pf apPOL inh 2 and mHTT CaM bind 3.
COc1cc(OC)c(NC(=O)C2=C(C)C(=O)OC23CCCCC3)cc1Cl was read as Pf apPOL inh -3 and mHTT CaM bind 5.
For CCCCNC(=O)CC1CCN(C(=O)c2cc(OC)c(OC)c(OC)c2)CC1 the results were Pf apPOL inh -6 and mHTT CaM bind 4.
CCOc1ccc(NC(=O)C(=O)NC(C)(C)C)cc1 was read as Pf apPOL inh -1 and mHTT CaM bind -10.
COc1ccccc1N1CCN(C2CCN(C(=O)c3cc(OC)c(OC)c(OC)c3)CC2)CC1 was read as Pf apPOL inh 0 and mHTT CaM bind -1.
Screening O=C(NCc1cc(-c2ccccc2)on1)c1ccc(C(F)(F)F)cc1 returned Pf apPOL inh 2 and mHTT CaM bind -5.
For COc1ccc(NC(=O)c2cc(Br)ccc2Cl)cc1Cl the results were Pf apPOL inh 7&0 and mHTT CaM bind -4&-3.
Cc1csc(NC(=O)CSc2nc3[nH]ncc3c(=O)[nH]2)n1 was read as Pf apPOL inh -5 and mHTT CaM bind -16.
For CN(C)c1ccc(NC(=O)Cn2cc3c(n2)CCCC3)cc1 the results were Pf apPOL inh 1 and mHTT CaM bind 45.
For O=C(NCc1ccc2c(c1)OCO2)C1CC(=O)N(CCc2c[nH]c3ccc(Cl)cc23)C1 (configuration not stated) the results were Pf apPOL inh -2 and mHTT CaM bind 12.
Screening Fc1ccc(OCc2nc(-c3ccc(Br)o3)no2)c(F)c1 returned mHTT CaM bind -92.
For CC(C)(C)c1ccc(C(=O)NCCC(O)c2ccoc2)cc1 (configuration not stated) the results were Pf apPOL inh -52 and mHTT CaM bind 7.
Cc1cc(C)cc(C(=O)N2CCCC(C(=O)N3CCc4ccccc43)C2)c1 (configuration not stated) was read as Pf apPOL inh 1 and mHTT CaM bind 7.
`COc1ccc(Cl)cc1NC(=O)CCS(=O)(=O)c1ccc(Br)s1` gave Pf apPOL inh -1 and mHTT CaM bind -7.
`Cc1c(-c2ccccc2)c(=O)oc2ccc(OC(=O)c3ccccc3)cc12` gave Pf apPOL inh -5 and mHTT CaM bind -2.
Screening COc1cc(NC(=O)c2nn(-c3ccc(Cl)cc3)c(=O)c3ccccc23)cc(OC)c1OC returned Pf apPOL inh 1 and mHTT CaM bind 19.
For CC(C)NC(=O)C1C(C=C(Cl)Cl)C1(C)C (configuration not stated) the results were Pf apPOL inh 2&0 and mHTT CaM bind -8&-10.
CCc1ccc(S(=O)(=O)N2CCCC(C)(C(=O)NCc3ccc(OC)cc3)C2)cc1 (configuration not stated) was read as Pf apPOL inh -5 and mHTT CaM bind -7.
For O=C(NCCC1=CCCCC1)c1ccccc1 the results were Pf apPOL inh -9 and mHTT CaM bind 1.
COc1ccc(-c2nc(C)cc(C)c2CNC(=O)Cc2cccc(OC)c2)cc1 was read as Pf apPOL inh -5 and mHTT CaM bind 6.
Screening C=CCN1[C@H](Cc2ccccc2)COc2cccc(N3CCCC3)c2S1(=O)=O returned Pf apPOL inh -6 and mHTT CaM bind 12.
For CC12CCC3c4ccc(O)c(Br)c4CCC3C1CCC2=O (configuration not stated) the results were Pf apPOL inh 7 and mHTT CaM bind 9.
CC(C)N1Cc2cc(C(=O)NCc3ccccc3C(F)(F)F)sc2C1 was read as Pf apPOL inh -2 and mHTT CaM bind -7.
COCCN(CCOC)Cc1c(O)ccc2c1OC(=Cc1ccncc1)C2=O was read as Pf apPOL inh -10 and mHTT CaM bind 5.
For Cc1cc(C)c(CNC(=O)C2CCN(c3cncnc3N3CCN(C)CC3)CC2)c(C)c1 the results were Pf apPOL inh 4 and mHTT CaM bind 32.
For O=C(c1cccc(F)c1)N1CCN(c2nc(CN3CCOCC3)cs2)CC1 the results were Pf apPOL inh -2 and mHTT CaM bind -1.
`COc1cc2c(cc1NC(=O)c1ccc(S(=O)(=O)N(C)C)cc1)oc1ccccc12` gave Pf apPOL inh -6 and mHTT CaM bind -5.
Screening CN1[C@@H](Cc2ccccc2)COc2cc(N3CCSCC3)ccc2S1(=O)=O returned Pf apPOL inh -8 and mHTT CaM bind -8.
Screening COc1cc2c(-c3ccccc3)c(C)oc2cc1CN1CCN(c2ncccn2)CC1 returned Pf apPOL inh -6 and mHTT CaM bind 62*.
For CC(C)(C)C(=O)NCC(O)C1CCCCC1 (configuration not stated) the results were Pf apPOL inh 0 and mHTT CaM bind -6.
Screening CCC(=O)N1CCc2cc(Br)cc(S(=O)(=O)N(C)CC(OC)OC)c21 returned Pf apPOL inh -1 and mHTT CaM bind -2.
For COC(=O)c1ccc(Cn2c(-c3nnc(CC(C)C)o3)cc3ccccc32)o1 the results were Pf apPOL inh -13 and mHTT CaM bind -6.
`O=C(NCCCN1CCCC1=O)C1CCN(c2ncnc3c2nc2n3CCCCC2)CC1` gave Pf apPOL inh -2 and mHTT CaM bind 0.
Screening N#CC(C#N)=C(N=C(Nc1ccccc1)c1ccc([N+](=O)[O-])cc1[N+](=O)[O-])C(F)(F)F returned Pf apPOL inh -5 and mHTT CaM bind 8.
`COc1ccccc1NC(=O)C(C(=O)Nc1ccccc1OC)C(=O)Nc1ccccc1OC` gave Pf apPOL inh -2 and mHTT CaM bind 1.
CC(=O)N1CCc2cc(S(=O)(=O)Nc3cccc(Cl)c3)ccc21 was read as Pf apPOL inh 1 and mHTT CaM bind -1.
Screening CCc1ccc(-c2ccc(=O)n(CCc3nc(-c4ccc(C)cc4)no3)n2)cc1 returned Pf apPOL inh -3 and mHTT CaM bind -4.
`CCNC(=O)N1CC=C(C(=O)Nc2cccc(F)c2)CC1` gave Pf apPOL inh -2 and mHTT CaM bind 0.
`O=C(CSc1nc2ccc(NC(=O)c3ccccc3[N+](=O)[O-])cc2s1)Nc1ccccc1` gave Pf apPOL inh -5 and mHTT CaM bind 28.
For O=C(Nc1ccc(N2CCOCC2)cc1)c1ccccc1F the results were Pf apPOL inh 0 and mHTT CaM bind 4.
Cc1ccccc1NC(=O)CN(c1cc(C(F)(F)F)ccc1Cl)S(C)(=O)=O was read as Pf apPOL inh -5 and mHTT CaM bind -1.
Screening O=C(NC1CC2CC1N(C(=O)COc1cccc(Cl)c1)C2)c1cccs1 (configuration not stated) returned Pf apPOL inh -1 and mHTT CaM bind 5.
`Cc1ccc(S(=O)(=O)Oc2ccc(OCc3ccccc3)cc2)cc1` gave Pf apPOL inh -10.
For COc1cccc(NC(=O)CN2C(=O)C(c3ccccc3)=NC23CCCC3)c1 the results were Pf apPOL inh -6 and mHTT CaM bind -3.
For Cc1ccccc1NC(=O)CSc1nccn1-c1cccc(C(=O)Nc2ccccc2)c1 the results were Pf apPOL inh -7 and mHTT CaM bind 60*.
For Cn1c(=O)c(-c2ccc(C(=O)NCc3cc(F)cc(F)c3)cc2)nc2cccnc21 the results were Pf apPOL inh -2 and mHTT CaM bind 0.
For O=c1/c(=C/c2ccccc2Br)sc2nc(-c3cccs3)nn12 the results were Pf apPOL inh -4 and mHTT CaM bind -4.
`CC=Cc1ccc(OCCn2cnc3ccccc32)c(OC)c1` gave Pf apPOL inh -30 and mHTT CaM bind 10.
`COc1ccc(C2CC(c3ccccc3C)n3ncnc3N2)cc1` (configuration not stated) gave Pf apPOL inh -2 and mHTT CaM bind 10.
For CC(=O)N1c2ccc(S(=O)(=O)N3c4ccccc4CC3C)cc2CC1C (configuration not stated) the results were Pf apPOL inh -2 and mHTT CaM bind 21.
`CCC(=O)N1CCC2(CC1)NC(CC(C)C)C(=O)N2C(C)C` (configuration not stated) gave Pf apPOL inh -10 and mHTT CaM bind 1.
O=c1c2cccc3c2c(nn1-c1ccccc1)-c1ccccc1-3 was read as Pf apPOL inh 5&-2 and mHTT CaM bind 1&-3.
Screening CN1CCN(Cc2ccc(-c3ccc(Cl)cc3)o2)CC1 returned Pf apPOL inh 3 and mHTT CaM bind 10.
`COc1ccc(N2C(=O)C3CCCN3C2c2cccc(Br)c2)cc1Cl` (configuration not stated) gave Pf apPOL inh -1 and mHTT CaM bind -6.
For O=C1NCC(c2ccc(Cl)c(Cl)c2)=NN1 the results were Pf apPOL inh -6 and mHTT CaM bind 3.
For O=C(Nc1ccc2c(c1)OCCO2)C1CCN(c2cc(N3CCCCC3)ncn2)CC1 the results were Pf apPOL inh -4 and mHTT CaM bind 30.
`N#Cc1ccc(C(=O)Nc2cnc(N3CCCCCC3)nc2)cc1` gave Pf apPOL inh -2 and mHTT CaM bind 6.
COc1cccc(Oc2nc3ccc(Cl)cc3n3cnnc23)c1 was read as Pf apPOL inh 0 and mHTT CaM bind -5.
For CC(C)Oc1cncc(C(=O)N2CCCCC2)c1 the results were Pf apPOL inh 0 and mHTT CaM bind -16.
For O=C(O)COc1ccc2c(=O)c(-c3ccccc3)coc2c1 the results were Pf apPOL inh -11 and mHTT CaM bind 0.

In the list so far, these contain a cyano group.
Screening N#CC(C#N)=C(N=C(Nc1ccccc1)c1ccc([N+](=O)[O-])cc1[N+](=O)[O-])C(F)(F)F returned Pf apPOL inh -5 and mHTT CaM bind 8.
`N#Cc1ccc(C(=O)Nc2cnc(N3CCCCCC3)nc2)cc1` gave Pf apPOL inh -2 and mHTT CaM bind 6.

(next part)
Screening CCc1cccc(C)c1NC(=O)C1C2CCC(O2)C1C(=O)O (configuration not stated) returned Pf apPOL inh -5&-13 and mHTT CaM bind 0&0.
`COc1ccc(C2CC(c3cccc(Br)c3)Nc3nnnn32)cc1OC` (configuration not stated) gave Pf apPOL inh -7 and mHTT CaM bind 0.
`CCOC(=O)C1=C(C)N(c2ccc(F)cc2)C(=O)C1CC(=O)Nc1ccc(C(=O)OCC)cc1` (configuration not stated) gave Pf apPOL inh -10.
Screening COc1ccc(-n2ncc3c(Nc4ccc(F)cc4)ncnc32)cc1 returned Pf apPOL inh -2 and mHTT CaM bind 11.
Cc1oc(C2CCN(C(=O)Nc3cc(F)cc(F)c3)CC2)nc1C(=O)N1CCCC1 was read as Pf apPOL inh -4 and mHTT CaM bind 1.
`Cc1cc(C2CCCN2C(=O)NC(C)(C)C)no1` (configuration not stated) gave Pf apPOL inh 4 and mHTT CaM bind -3.
Screening Cc1ccc(S(=O)(=O)c2nc(-c3ccc(F)cc3)oc2SCC(N)=O)cc1 returned Pf apPOL inh -7 and mHTT CaM bind 6.
Screening Oc1ccc2ccccc2c1N=Nc1ccccn1 returned Pf apPOL inh -207.
For COCCCNC(=O)C1CCN(Cc2cc3ccccc3n2Cc2ccc(F)cc2)CC1 the results were Pf apPOL inh 3 and mHTT CaM bind 53*.
For COc1cccc(CC(=O)N2CCCC(COc3ccc(C(=O)N4CCCC4)cc3)C2)c1 (configuration not stated) the results were Pf apPOL inh 9 and mHTT CaM bind -9.
`CN(C)C(=O)c1cc2c(s1)CCC(C(=O)NCCc1ccccc1)C2` (configuration not stated) gave Pf apPOL inh -2 and mHTT CaM bind 3.
For O=S1(=O)c2ccc(N3CCCC3)cc2Oc2ccccc2CN1Cc1cn(Cc2ccc(F)cc2)nn1 the results were Pf apPOL inh -6 and mHTT CaM bind -5.

5 entries from above, ordered by formula weight, falling:
For O=S1(=O)c2ccc(N3CCCC3)cc2Oc2ccccc2CN1Cc1cn(Cc2ccc(F)cc2)nn1 the results were Pf apPOL inh -6 and mHTT CaM bind -5.
For COc1cccc(CC(=O)N2CCCC(COc3ccc(C(=O)N4CCCC4)cc3)C2)c1 (configuration not stated) the results were Pf apPOL inh 9 and mHTT CaM bind -9.
`CN(C)C(=O)c1cc2c(s1)CCC(C(=O)NCCc1ccccc1)C2` (configuration not stated) gave Pf apPOL inh -2 and mHTT CaM bind 3.
Screening COc1ccc(-n2ncc3c(Nc4ccc(F)cc4)ncnc32)cc1 returned Pf apPOL inh -2 and mHTT CaM bind 11.
`Cc1cc(C2CCCN2C(=O)NC(C)(C)C)no1` (configuration not stated) gave Pf apPOL inh 4 and mHTT CaM bind -3.

Two compounds drawn at random from those above:
For COc1cccc(C(=O)Nc2c3c(nn2-c2ccc(C)cc2)CS(=O)C3)c1OC (configuration not stated) the results were Pf apPOL inh 2 and mHTT CaM bind 3.
For Cc1ccccc1NC(=O)CSc1nccn1-c1cccc(C(=O)Nc2ccccc2)c1 the results were Pf apPOL inh -7 and mHTT CaM bind 60*.

4 successive records from above, quoted:
For COCCCNC(=O)C1CCN(Cc2cc3ccccc3n2Cc2ccc(F)cc2)CC1 the results were Pf apPOL inh 3 and mHTT CaM bind 53*.
For COc1cccc(CC(=O)N2CCCC(COc3ccc(C(=O)N4CCCC4)cc3)C2)c1 (configuration not stated) the results were Pf apPOL inh 9 and mHTT CaM bind -9.
`CN(C)C(=O)c1cc2c(s1)CCC(C(=O)NCCc1ccccc1)C2` (configuration not stated) gave Pf apPOL inh -2 and mHTT CaM bind 3.
For O=S1(=O)c2ccc(N3CCCC3)cc2Oc2ccccc2CN1Cc1cn(Cc2ccc(F)cc2)nn1 the results were Pf apPOL inh -6 and mHTT CaM bind -5.

Additional compounds follow.
Screening Cn1c(=O)c2c(nc3n(C4CCCCC4)c(-c4ccccc4)cn23)n(C)c1=O returned Pf apPOL inh -5 and mHTT CaM bind 3.
`CCOc1ccccc1C=C1Oc2cc(OC(=O)C(C)C)ccc2C1=O` gave Pf apPOL inh -7 and mHTT CaM bind -6.
`CCc1cc(C2CCCN2Cc2cc(OC)c(OC)c(OC)c2)on1` (configuration not stated) gave Pf apPOL inh -3 and mHTT CaM bind 6.
`COc1ccc(C)cc1Nc1c(C(=O)N2CCCC2)cnc2nc(C)ccc12` gave Pf apPOL inh -3 and mHTT CaM bind 0.
Screening O=C(c1ccsc1)N1CCc2cc(-c3csc(C4CC4)n3)ccc21 returned Pf apPOL inh -6 and mHTT CaM bind 4.
`N#CC1=C(N)N(c2ncn[nH]2)C2=C(C(=O)CCC2)C1c1cccc([N+](=O)[O-])c1` (configuration not stated) gave Pf apPOL inh -2 and mHTT CaM bind 3.
For CSC1CCCCC1(O)CSc1nc2ccccc2s1 (configuration not stated) the results were Pf apPOL inh 0 and mHTT CaM bind -16.
For COc1cccc(C2CC(=O)Nc3n[nH]c(-c4ccccc4)c32)c1 (configuration not stated) the results were Pf apPOL inh 1 and mHTT CaM bind 13.
Screening O=C1Cc2c([nH]c3ccc(Br)cc23)-c2ccccc2N1 returned Pf apPOL inh 2.
Screening COc1ccc(OC)c(-c2cc3ccc(OCC#N)cc3oc2=O)c1 returned Pf apPOL inh -16 and mHTT CaM bind -11.

Screening results: PubChem, University of Kansas High Throughput Screening Laboratory
